# Screening results as filed in PubChem.
# Xi reactivation: activators of inactive X chromosome reactivation, primary screen, imaging, XiGFP fibroblasts, GFP high-content imaging, set 2 | XiGFP mouse fibroblasts, % GFP-positive cells imaging, 3 d; cells co-treated with 5-aza-dC sensitizer; scaled so ellipticine positive control = 100% | activation, % at 7.58 µM | actives 0.055% (n = 360,000);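 active means mean normalized replicate activation at least 10% and every replicate at or above 10%; inconclusive means only one of the two criteria met; inactive means mean below 10% and not all replicates reach 10%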;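 further: 0% = median of on-plate neutral control wells and 100% = ellipticine 6 µM median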
#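 Material: SV40-immortalized XiGFP fibroblast cells, line 68-5-11 | Buffer or medium: DMEM containing 5-aza-dC | Dosing: One concentration, pinned | Times: 3 d treatment, 15 min room-temperature fixation | Controls: Ellipticine 6 µM positive control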
# FN deposition inh: inhibitors of fibronectin matrix deposition, primary screen, AH1F cells, Alexa488-fibronectin fluorescence, plate reader | inhibition, % at 12.6 µM | AH1F fibroblasts, overnight | actives 0.086% (n = 350,000);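 active means mean inhibition across replicates of 30% or more, regardless of how many single replicates reach that level; inconclusive means mean under 30% yet at least half of replicates reach 30%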;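 further: positive control wells lacked labelled fibronectin entirely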
#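 Schedule: 1 h cell adhesion before compound, then overnight fibronectin incubation; test system: AH1F fibroblast monolayer depositing Alexa488-labelled fibronectin into matrix; quantity: 10000 AH1F cells per well; probe or stimulus: fluorescent fibronectin at 24 nM final; signal: fluorescence, ex 485 nm, em 525 nm; evaluation: percent inhibition as loss of matrix-bound fibronectin fluorescence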
# RAD52 anneal inh: RAD52 DNA annealing inhibitors, primary screen, biochemical, FRET, single point, set 2; recombinant RAD52 DNA annealing, FRET fluorescence; actives 0.46% (n = 360,000); AID 651710, 2012; DNA repair protein RAD52 homolog (Homo sapiens), P43351; inhibition, % at 18.7 µM;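 active means every replicate showing at least 50% inhibition; inconclusive means mean inhibition at least 50% but not in every replicate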
# esBAF inh: Bmi1 luciferase reporter increase in mESCs, primary screen, esBAF inhibitor project, mouse ES cells, Bmi1 luciferase knock-in, single point; 24 h; 100% = twice the neutral-well signal; actives 2% (n = 350,000); reporter increase, % at 12.5 µM; in the data active means activation above about 40%; inconclusive means no clear call, values can overlap the other calls;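 further: 0% = median of the plate's neutral control wells and 100% = double that signal; a rise in the Bmi1 reporter signal indicates esBAF inhibition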
# RAD54 inh: inhibitors of human RAD54 branch migration, primary screen, biochemical, fluorescence, single point; RAD54 Holliday junction branch migration, FAM/BHQ fluorescence; DNA repair and recombination protein RAD54-like (Homo sapiens), Q92698; actives 0.14% (n = 360,000); inhibition, % at 10.4 µM;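 active means mean normalized replicate activity at least 40 and at least half of replicates scoring 40 or more; inconclusive means only one of the two criteria met; inactive means mean below 40 and under half of replicates reaching 40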;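 further: 0% = median of neutral control wells and 100% = median of positive control wells; inhibitors cause a drop in the FAM fluorescence signal; in these data hits start at about 50%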
# Target sequence (Q92698 whole entry, looked up): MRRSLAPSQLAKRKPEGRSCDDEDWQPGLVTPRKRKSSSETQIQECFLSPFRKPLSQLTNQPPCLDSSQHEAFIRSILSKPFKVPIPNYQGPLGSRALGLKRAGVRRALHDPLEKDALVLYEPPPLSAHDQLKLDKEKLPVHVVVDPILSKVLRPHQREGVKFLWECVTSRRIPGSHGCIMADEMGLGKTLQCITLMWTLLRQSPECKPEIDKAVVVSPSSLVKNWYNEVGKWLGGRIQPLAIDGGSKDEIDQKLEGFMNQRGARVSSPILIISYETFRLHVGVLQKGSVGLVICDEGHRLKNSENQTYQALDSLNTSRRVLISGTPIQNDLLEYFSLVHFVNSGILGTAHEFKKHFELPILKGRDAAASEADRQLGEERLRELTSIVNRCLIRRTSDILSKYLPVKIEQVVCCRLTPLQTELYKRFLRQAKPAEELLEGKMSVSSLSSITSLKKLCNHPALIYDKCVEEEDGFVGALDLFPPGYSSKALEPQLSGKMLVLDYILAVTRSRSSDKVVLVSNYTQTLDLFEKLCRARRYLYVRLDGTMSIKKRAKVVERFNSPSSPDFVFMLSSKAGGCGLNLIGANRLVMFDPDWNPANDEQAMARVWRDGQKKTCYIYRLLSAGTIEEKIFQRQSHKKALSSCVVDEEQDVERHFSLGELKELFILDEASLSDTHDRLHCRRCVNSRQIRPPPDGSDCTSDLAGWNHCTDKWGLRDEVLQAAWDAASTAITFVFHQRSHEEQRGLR
# S100A4 inh HTS: inhibitors of S100A4-myosin IIA peptide binding, primary screen, biochemical, fluorescence polarization, TAMRA-MyoIIA peptide; inhibition, % at 10.7 µM; AID 652163, 2013; Protein S100-A4 (Homo sapiens), P26447; actives 0.14% (n = 360,000);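 active means mean inhibition of at least 70% across replicates, with every replicate also reaching that level; inconclusive means mean inhibition reaches 70% but some replicates fall short; inactive means mean inhibition below 70%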
# Target sequence (P26447 whole entry, looked up): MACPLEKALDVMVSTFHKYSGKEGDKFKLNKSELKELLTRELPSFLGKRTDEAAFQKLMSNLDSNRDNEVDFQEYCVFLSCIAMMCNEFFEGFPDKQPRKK
#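 Assay system: human S100A4 monomer with TAMRA-labelled myosin IIA peptide / Buffer or medium: Calcium-containing HEPES buffer, pH 7.2 / Reagent: TAMRA-labelled myosin IIA heavy-chain peptide probe, 5 nM / Compound: one dose per compound / Timing: polarization read 5 min after assay mix addition, stable 5–60 min / Benchmarks: neutral control DMSO, positive control TFP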
# EWS-Fli inh: EWS/Fli-driven NR0B1 reporter inhibitors, primary screen, A673 cells, NR0B1 luciferase, luminescence, MLPCN library | viability-normalised | inhibition, % at 12.6 µM | actives 0.67% (n = 350,000) | AID 651661, 2012;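 active means mean inhibition of at least 50% after viability correction, with every replicate also passing that limit; inconclusive means mean reaches 50% but only one of two replicates passes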;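 further: firefly luciferase signal divided by Alamar Blue viability fluorescence both relative to DMSO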
# E-selectin induc: E-selectin induction in HUVECs, primary screen, imaging, HUVEC, immunofluorescence imaging, single point | P16581 | normalized: neutral wells 0, TNF-alpha wells 100 | activation, % at 7.58 µM | actives 0.37% (n = 260,000) | AID 686992, 2013;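 active means mean E-selectin-positive cell signal at least 10% of the positive control, reached in at least 60% of replicates, without over 20% cell loss; inconclusive means no rule given, readout overlaps actives, possibly toxicity-flagged; inactive means the rest, including those meeting only one limit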;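 further: in these data hits start at about 27%; measured in HUVEC primary endothelial cells; signal is the percent of cells scored E-selectin positive by PE staining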
#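 material = human umbilical vein endothelial cells (HUVEC), E-selectin induction | quantity = 3,000 cells/well | medium = EGM-2 growth medium on 0.1% gelatin-coated wells | technique = immunofluorescence imaging | read-out basis = % PE-positive cells | control set = TNF-alpha positive control, DMSO neutral control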
# * hit, by the source's call; ? = inconclusive; . = not tested or not shown.
SMILES,Xi reactivation,FN deposition inh,RAD52 anneal inh,esBAF inh,RAD54 inh,S100A4 inh HTS,EWS-Fli inh,E-selectin induc
CCOC(=O)NC(=O)c1cn(Nc2ccccc2C(F)(F)F)c(=O)[nH]c1=O,0.0,4,-5,.,4,4,4,0.0
COc1ccccc1C(=O)N1CCN(Cc2nc(CC3CC3)no2)CC1,0.1,3,-5,-1,5,2,8,1.9
COC(=O)c1ccc(NC(=O)c2ccc3nc(C)sc3c2)cc1,0.2,5,3,35,-21,-3,-11,.
CC1CCN(C(=O)CSc2nnc(Cc3cccn3C)n2CCc2ccccc2)CC1,0.3,0,-48,16,-5,-1,3,-0.2
CCC/C(C#Cc1cc(OC)cc(OC)c1)=C1/c2ccccc2C(=O)N1c1ccccc1,0.1,6,-23,-1,6,-6,-4,0.0
CN(CCC#N)S(=O)(=O)c1cc2c3c(c1)CCN3C(=O)CC2,0.0,5,-9,10,-3,2,-6,3.1
NC(=O)NC(=O)C(Nc1ccc2c(c1)CCC2)c1ccccc1 (configuration not stated),0.0,2,-3,2,-5,-2,15,-0.1
CCS(=O)(=O)N1CCCCN2[C@H](CO)[C@H](c3ccc(-c4ccccc4)cc3)[C@H]2C1,0.0,.,-12,-2,8,11,8,0.0
Cc1ccnc(SCCn2c(N3CCCCC3)nc3c2c(=O)n(C)c(=O)n3C)n1,.,.,-9,0,-1,-1,-5,.
C[C@H]1CN([C@@H](C)CO)C(=O)c2cc(NS(=O)(=O)c3cccs3)ccc2O[C@H]1CN(C)C(=O)Nc1ccc(C(F)(F)F)cc1,0.5,-7,-6,-1,-2,-11,-13,0.0
CN1C(=O)c2cc(NC(=O)c3cccs3)ccc2OC[C@@H]2O[C@H](CC(=O)N3CCOCC3)CC[C@@H]21,0.0,-5,-9,-3,-2,0,-2,0.1
COc1cccc(C(=O)NCCS(=O)(=O)NC(C)CCc2ccccc2)c1 (configuration not stated),0.1,-2,9,-3,-4,-3,-2,-0.4
COc1ccc(NC(=O)N(C)C[C@H]2Oc3ccc(NC(=O)Cc4cn(C)c5ccccc45)cc3CC(=O)N([C@H](C)CO)C[C@H]2C)cc1,0.0,.,0,-2,4,3,-2,?
C=CC[C@H](CC(=O)N(CCO)Cc1ccccc1)C(=O)N[C@H](COC(=O)[C@H](CC=C)CC(=O)OC(C)(C)C)Cc1c[nH]c2ccccc12,0.3,-5,-29,13,0,2,13,.
O=C(CSc1cn(CCNC(=O)c2ccccc2)c2ccccc12)NCc1ccco1,0.4,6,-4,10,0,2,-37,-0.1
C[C@@H]1CN([C@@H](C)CO)S(=O)(=O)c2ccc(C#CCN(C)C)cc2O[C@@H]1CN(C)CC1CC1,0.6,-4,5,-10,-6,6,9,-0.3
CC(=O)C1=C(C)Nc2ncnn2C1c1ccc(C)cc1 (configuration not stated),0.3,-1,-6,0,-1,3,-5,0.1
N#C/C(=C/c1cn(-c2ccccc2)nc1-c1cccc(OCc2ccccc2)c1)C(=O)NCCCn1ccnc1,6.2,5,.,.,-5,.,.,-0.1
COc1ccccc1C(=O)NNc1ncc(C)s1,0.1,-4,-16,7,-7,-4,-5,.
CCCn1nc(C(=O)OCC(=O)NC(C)c2ccccc2)c2ccccc2c1=O (configuration not stated),0.0,1,-4,.,.,0,7,0.0
CCCN1C2CCCC1CC(NC(=O)c1cccc([N+](=O)[O-])c1)C2 (configuration not stated),0.1,3,7,-3,-3,-3,3,1.9
COc1ccc(S(=O)(=O)N(C)C[C@@H]2OCCCC[C@H](C)Oc3ccc(N(C)C)cc3C(=O)N([C@H](C)CO)C[C@H]2C)cc1,0.1,.,26,2,3,-4,2,2.1
O=C(CC1C(=O)OCC2CCCCN21)Nc1ccccc1C(F)(F)F (configuration not stated),0.5,-1,-15,.,.,3,-11,3.4
COc1cc(CN2CCNC(=O)C2CC(=O)N(C)CCC2CCOCC2)cc(OC)c1 (configuration not stated),0.0,-1,-22,4,5,2,.,0.0
COc1c([N+](=O)[O-])c(=O)n(-c2ccccc2)c2ccccc12,-0.1,5,-17,.,.,2,10,.
Cc1nc(S/C(=C/c2ccc(OCc3ccc(C(=O)O)cc3)cc2)C(=O)O)n[nH]1,0.1,-6,-24,.,.,-1,3,0.4
Cc1ccc(S(=O)(=O)N(C)C[C@H]2Oc3ccc(NC(=O)C4CC4)cc3CC(=O)N([C@@H](C)CO)C[C@H]2C)cc1,-0.4,.,16,-1,-25,-4,3,-0.2
CCOC(=O)[C@]12CCCC=C1N(Cc1ccccc1)C(=O)[C@H](CC(=O)N1CCN(C(=O)c3ccco3)CC1)C2,0.0,0,-8,.,.,0,-8,-0.3
CCCC(=O)Nc1ccc(C(=O)NNC(=O)c2cccc([N+](=O)[O-])c2)cc1,0.0,-7,-7,.,.,-4,14,.
Cc1ccccc1CNC(=O)CC1C(=O)NCCN1CC1CCCCC1 (configuration not stated),0.0,-10,-19,-2,-7,9,-7,.

# Complete entries from above. Screens in order: Xi reactivation	FN deposition inh	RAD52 anneal inh	esBAF inh	RAD54 inh	S100A4 inh HTS	EWS-Fli inh	E-selectin induc
# Listed for `O=C(CC1C(=O)OCC2CCCCN21)Nc1ccccc1C(F)(F)F` (configuration not stated) : 0.5	-1	-15	.	.	3	-11	3.4
# Listed for `CCCN1C2CCCC1CC(NC(=O)c1cccc([N+](=O)[O-])c1)C2` (configuration not stated) : 0.1	3	7	-3	-3	-3	3	1.9
# Listed for `CCCn1nc(C(=O)OCC(=O)NC(C)c2ccccc2)c2ccccc2c1=O` (configuration not stated) : 0.0	1	-4	.	.	0	7	0.0

# Next part
SMILES,Xi reactivation,FN deposition inh,RAD52 anneal inh,esBAF inh,RAD54 inh,S100A4 inh HTS,EWS-Fli inh,E-selectin induc
C[C@H](CO)N1C[C@H](C)[C@H](CN(C)C(=O)CC2CC2)Oc2ncc(C#Cc3cccnc3)cc2C1=O,0.0,2,14,-16,5,2,10,0.7
CC1CN(c2nc(-c3ccccc3)nc3ccccc23)CC(C)O1 (configuration not stated),.,.,0,-3,-4,-2,17,.
O=C(NCCN1CCOCC1)c1ccc2c(c1)N(Cc1ccc(Cl)cc1)CCS2,-0.1,-15,-1,.,-4,-1,5,.
COc1ccccc1-c1ccccc1[C@H]1[C@@H](C#N)N(C(=O)C2CCOCC2)[C@@H]1CO,0.0,-9,4,.,.,-1,0,0.2
Cn1c(SCC(=O)N/N=C/c2cc([N+](=O)[O-])ccc2O)nnc1-c1ccccc1,-0.2,1,-10,0,.,7,2,0.0
COc1cccc(C(=O)OCC(=O)c2c[nH]c3ccccc23)c1OC,0.2,-10,-20,44*,13,3,-6,-0.6
COc1ccccc1Cn1c(=O)c2ccccc2n2c(SCC(=O)N3CCCCC3)nnc12,0.1,-5,-19,.,-3,-1,-7,-1.7
COc1ccc(S(=O)(=O)N2N=C(c3cccc(NS(C)(=O)=O)c3)CC2c2ccco2)cc1 (configuration not stated),0.1,10,-90,-2,-13,-6,5,.
CCC(CC)NC(=O)CSc1ccc(S(=O)(=O)N2CCCCC2)cn1,-0.1,-1,-1,.,4,-1,-1,.
COc1ccc(NC(=O)Nc2ccc3c(c2)C(=O)N([C@H](C)CO)C[C@H](C)[C@H](CN(C)Cc2ccccc2)OCCCC[C@@H](C)O3)cc1,0.1,-4,12,-2,2,26,48,0.0
O=C(Nc1cccnc1)C1CCC(CNS(=O)(=O)c2cccc3nsnc23)CC1 (configuration not stated),0.0,-3,-3,-3,-21,-1,-7,-0.1
CCCn1c(Nc2ccc(Cl)cc2)nc2ccccc21,.,.,1,-5,8,-1,.,.
Cc1ccc(C(=O)NNC(=O)c2cccc3ccccc23)cc1,0.0,.,-16,4,4,6,-12,-0.6
COc1ccc(N2CC(C)Cn3c2nc2c3c(=O)n(Cc3ccccc3F)c(=O)n2C)c(OC)c1 (configuration not stated),.,0,.,-1,-1,.,.,-2.6
CC(C)NC(=O)N(C)C[C@H]1Oc2c(NC(=O)C3CCOCC3)cccc2C(=O)N([C@@H](C)CO)C[C@@H]1C,0.2,.,-3,1,-9,11,-2,-0.3
Cc1ccc(CC(=O)Nc2ccc(C(=O)N3CCCCC3)cc2)cc1,0.0,-5,-54,-2,-10,-3,.,-0.1
COc1ccc(NC(=O)N(C)C[C@@H]2Oc3c(NC(=O)NC(C)C)cccc3C(=O)N([C@@H](C)CO)C[C@@H]2C)cc1,-0.9,.,18,3,0,-3,-2,0.5
C=CCNc1oc(-c2ccco2)nc1S(=O)(=O)c1ccccc1,0.0,4,-25,1,-5,-9,1,-0.2
C[C@@H]1CN([C@H](C)CO)C(=O)c2cc(NC(=O)c3ccccc3)ccc2O[C@@H](C)CCCCO[C@H]1CN(C)C(=O)Nc1cccc2ccccc12,0.0,16,-10,-8,1,-8,69*,.
CCOc1cc(C(=O)N(CC)CC(=O)Nc2ccc3c(c2)OCCO3)ccc1OC,-0.1,4,0,-5,5,2,-8,.
CCOC(=O)C1CCN(Cc2ccc(-c3ccccc3)cc2)CC1,-0.1,-1,-6,-2,-6,1,3,.
C[C@@H]1CCCCO[C@@H](CN(C)C(=O)Nc2cccc3ccccc23)[C@H](C)CN([C@H](C)CO)C(=O)c2cc(NS(=O)(=O)c3cccs3)ccc2O1,-0.5,.,-26,10,-9,5,5,0.1
CCC(Sc1nc(C)cc(C)n1)C(=O)Nc1ccc(S(N)(=O)=O)cc1 (configuration not stated),-0.3,10,-2,2,.,3,16,0.2
O=C(N1CCOCC1)C12OC3CC(CC(C3)O1)O2,-0.1,2,-34,4,0,-4,1,-0.2
CCCN(C)C[C@@H]1OCCCC[C@@H](C)Oc2ccc(NS(=O)(=O)c3ccc(Cl)cc3)cc2C(=O)N([C@H](C)CO)C[C@@H]1C,0.0,-3,.,-2,.,.,17,-0.1
CCCCN1CC[C@H]2C=CC[C@@H](C(=O)Nc3ccccc3)[C@H]2C1=O,0.1,-1,-2,3,1,3,-87,1.1
Cc1ccc(C2c3c(oc4ccccc4c3=O)C(=O)N2c2nnc(C(C)C)s2)o1 (configuration not stated),0.1,5,-20,3,-3,0,18,2.1
O=C(CN1CCCCC1)N/N=C/c1ccc(Cl)cc1,0.0,-4,3,3,5,-1,-21,.
